TDP1 cell noCPT = qHTS for Inhibitors of human tyrosyl-DNA phosphodiesterase 1 (TDP1): qHTS in cells in absence of CPT | DT40 Tdp1-/- hTDP1 cells, no CPT, ATP luminescence, 48 h | Potency, µM (titrated, usually from 46.2 µM), for inactives: at the top dose activity change, negative = growth inhibition, most hits filed as inhibitors | actives 15% (n = 420,000) | AID 686978, 2013; active = well fitted inhibition curve with a large enough effect; inconclusive = small, poorly fitted or top-dose-only effect; also: nearly all actives have a fitted effect of over 55% in size
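Camptothecin absent (DMSO only). Human TDP1-complemented DT40 knockout cells, 400 cells/well, 37 °C for minimum 48 hr; ATP measured via CellTiter-Glo, 30 min dark incubation, luminescence.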
The depositor's hits bear a star; ? = inconclusive. % is scaled to controls: 0 for no effect and ±100 for the full control effect; potency is read from the fitted curve at half-maximal effect.

SMILES,TDP1 cell noCPT
CN(C(=O)c1ccc(NC(=O)Cc2cccc(NC(=O)C3CCN(C(=O)C4CCC4)CC3)c2)cc1)C1CC1,-4%
Cc1cn(C2CC(O)C(CO)O2)c(=O)n(Cc2ccccc2)c1=O (configuration not stated),-23%
CCN(CC(=O)Nc1ccc(NC(C)=O)cc1)C(=O)c1ccc(Sc2nncn2C)c([N+](=O)[O-])c1,-1%
C1=C[C@H]2CC[C@@H]1N(c1ccccc1)O2,-8%
CCN(CC)C(=O)C1=C(C)N(Cc2ccc(OC)cc2)C(=O)C(CC(=O)NC2CC2)C1 (configuration not stated),-5%
CC(C)(C)c1ccc(CC(=O)N2CCC2(C)C(=O)NS(=O)(=O)c2cccc(F)c2)cc1 (configuration not stated),13%
Cc1c(C(=O)NCC(C)(C)N2CCOCC2)cnn1-c1nccc(-c2cccs2)n1,6%
CN(CCc1ccccc1)C(=O)c1ccc(NC(=O)Cc2ccc(NC(=O)C3CCN(C(=O)C4CCCC4)CC3)cc2)cc1,23µM*
CC(=O)OCCN1c2ccccc2Sc2cnccc21,15µM*
C=CCOc1ccc(C[C@H](N)C(=O)NC[C@H]2O[C@@H](n3ccc(N)nc3=O)[C@H](O)[C@@H]2O)cc1,?
CCCCCCCCCCCCCCCCCC(=O)OCCO,-40%
Cc1ccc(Nc2n[nH]c(=S)s2)cc1,-12%
O=C(NCCc1ccccc1)c1ccccc1C(=O)NCCc1ccccc1,?
Cc1ccc(S(=O)(=O)N2CCN(C(=O)COC(=O)/C=C/c3ccc(Cl)cc3)CC2)c(C)c1,?
COc1ccccc1Cc1c(-c2cccc(Cl)c2)nc2c(C)cc(Br)cn12,?
CC(=O)NCCNc1nc2cc(-c3cccc(C(F)(F)F)c3)sc2c(=O)n1C,-26%
CCCNC(=O)C1(C)CCCN(Cc2cccs2)C1 (configuration not stated),-14%
Cc1cccc(S(=O)(=O)N(C)C[C@H]2OCc3cn(nn3)CCCC(=O)N([C@@H](C)CO)C[C@@H]2C)c1,-2%
CCOC(=O)c1ccc(S(=O)(=O)N2CCC(N3CCCCCC3)CC2)cc1,-28%
Cc1noc(C)c1C(=O)OC(C)C(=O)c1c[nH]c2ccccc12 (configuration not stated),?
COc1ccc(/C=C2\SC(=Nc3ccccc3Cl)NC2=O)c(OC)c1,15µM*
COC(=O)c1ccc(CNC(=O)COC(=O)/C=C/c2cccc(OC)c2)cc1,-29%
C=C1C(=O)[C@]23C[C@H]1CC[C@H]2[C@]1(C)[C@@H](OC(C)=O)CC[C@@](C)(C(=O)O)[C@H]1C[C@@H]3OC(C)=O,4.1µM*
C[C@H](CO)N1C[C@H](C)[C@@H](CN(C)Cc2cccc(C(=O)O)c2)Oc2cc(Br)ccc2S1(=O)=O,-24%
CC(=O)Nc1cc(-c2ccccc2CN(C)C)cn2c(-c3ccc(C(C)=O)cc3)cnc12,16µM*
C(=C\c1sc(Nc2ccccc2)n[n+]1-c1ccccc1)/c1ccccc1,8.2µM*
Cc1ccc(S(=O)(=O)N2CCN(C(=O)COC(=O)/C=C/c3cccc([N+](=O)[O-])c3)CC2)c(C)c1,16µM*
COc1cccc(NC(=O)C2(C)CCN2CC2CCCCC2)c1 (configuration not stated),-8%
COCCNC(=O)C1(C)CCCN(Cc2cc(-c3ccccc3)on2)C1 (configuration not stated),23µM*
COc1ccccc1C(=O)N1CCOc2ccc(CN3CCN(Cc4ccccn4)CC3)cc2C1,-4%

Entries above with a nitro group on carbon:
SMILES,TDP1 cell noCPT
CCN(CC(=O)Nc1ccc(NC(C)=O)cc1)C(=O)c1ccc(Sc2nncn2C)c([N+](=O)[O-])c1,-1%
Cc1ccc(S(=O)(=O)N2CCN(C(=O)COC(=O)/C=C/c3cccc([N+](=O)[O-])c3)CC2)c(C)c1,16µM*

A few values from the results shown.
Reading of CC(=O)NCCNc1nc2cc(-c3cccc(C(F)(F)F)c3)sc2c(=O)n1C under TDP1 cell noCPT: -26%
Reading of CN(CCc1ccccc1)C(=O)c1ccc(NC(=O)Cc2ccc(NC(=O)C3CCN(C(=O)C4CCCC4)CC3)cc2)cc1 under TDP1 cell noCPT: 23µM*

Carrying on:
SMILES,TDP1 cell noCPT
CCOc1cc(C=NN2CCCCCC2)ccc1O,?
Cn1cc(Cc2ccccc2)c(=O)c(Cc2ccccc2)c1,-1%
CC1(C(=O)Nc2ccc3c(c2)OCCO3)CSCC(=O)N1CCc1ccccc1F (configuration not stated),-27%
CC(=O)c1ccc(NC(=O)c2cnn3c2NC(=C2CC2)C=C3C(F)F)cc1,?
FC(F)(F)c1ccc(-c2cccc3c2C2CC3CCN2C(=S)NCCc2ccccc2)cc1 (configuration not stated),?
C[C@@H]1CN([C@@H](C)CO)C(=O)CCCn2nncc2CO[C@H]1CN(C)S(=O)(=O)c1ccc2c(c1)OCCCO2,-23%
C[C@H]1NC(=O)[C@]2(C)[C@@H](c3ccccc3)[C@H]3COc4ccccc4[C@H]3N2C1=O,-4%
Cc1cc2nc(-c3ccc(F)cc3)c(CC(C)(C)C)n2c(C)c1Br,21µM*
Cc1ccc(CNC(=O)C2CCN(S(=O)(=O)c3ccc(F)cc3)CC2)cc1,-23%
O=[N+]([O-])c1cccnc1Sc1ccc(Br)cc1,-20%
Cc1ccc([C@H]2C[C@H](O)[C@@H](n3cc(COC(=O)c4ccccc4)nn3)CN2C(=O)c2cccs2)cc1,?
O=C(CN1CCN(S(=O)(=O)c2ccc3c(c2)OCCCO3)CC1)N1CCc2ccccc21,?
CCCCN1C(=O)C(CC(=O)NCCCCc2ccccc2)CC(C(=O)N(C(C)C)C(C)C)=C1C (configuration not stated),?
O=C(COc1ccc(Cl)cc1Cl)NC1CC1,?
CC1(C(=O)N2Cc3ccccc3C2)CCN1C(=O)C1(c2ccccc2)CC1 (configuration not stated),21µM*
O=C(COC(=O)c1cc(=O)[nH]c2ccccc12)Nc1nc(-c2ccc(F)cc2)cs1,-12%
COc1ccc(OC)c(-c2cc(C(=O)Nc3ccccc3C(N)=O)c3ccccc3n2)c1,8.2µM*
Cc1cc(Br)ccc1OCc1nnc(-c2ccccc2)o1,-9%
COC(=O)C1=C(C(=O)OC)[C@]2([C@H]3C/C=C\CN[C@@H](Cc4ccccc4)C(=O)N3Cc3ccccc3)C=C[C@H]1O2,10µM*
O=[N+]([O-])c1ccc(N2CCCC2)c([N+](=O)[O-])c1,-7%
Cn1c(=O)c2cc(NC(=S)NC3CCCCC3)ccc2n1Cc1ccc(Cl)cc1,23µM*
CN1OC[C@@H]2CN[C@H](c3ccc(-c4ccc(C#N)cc4)cc3)C[C@@H]21,23µM*
O=C(NCC1CC1)c1cccs1,1%
COc1cc2cc(C(=O)NC(C)c3cccc4ccccc34)c(N)nc2cc1OC (configuration not stated),16µM*
CN(C)c1ccc2c(=O)c3ccccc3oc2n1,?
CCN(C)c1cc2c(c3c1ccn3C)C1CCC2C1 (configuration not stated),?
CN(CC(=O)Nc1cccc(F)c1)C(=O)c1cccc(S(=O)(=O)N2CCN(Cc3ccccc3)CC2)c1,8.2µM*
Cc1ccc(S(=O)(=O)N2C[C@H]3C(=O)C[C@@H](c4ccccc4)N(S(=O)(=O)c4ccc(C)cc4)[C@H]3C[C@H]2c2cccs2)cc1,?
CCCCCCCCN1C(=O)[C@H](CC(=O)NCCCOCCCC)C[C@@]2(C(=O)OC)CCCCC=C12,18µM*
O=C(Nc1ccc(F)c(Cl)c1)C1Cc2c(-c3ccc4c(c3)OCO4)ccnc2O1 (configuration not stated),?

Molecules shown so far with two or more sulfur atoms:
SMILES,TDP1 cell noCPT
Cc1ccc(Nc2n[nH]c(=S)s2)cc1,-12%
Cc1ccc(S(=O)(=O)N2C[C@H]3C(=O)C[C@@H](c4ccccc4)N(S(=O)(=O)c4ccc(C)cc4)[C@H]3C[C@H]2c2cccs2)cc1,?

The list continues.
SMILES,TDP1 cell noCPT
CCOC(=O)/C=C1/SCC(=O)N1CC(=O)Nc1ccc2c(c1)CCC2,-1%
Cc1c(NC(=S)NC(=O)c2ccc(Cl)cc2)c(=O)n(-c2ccccc2)n1C,1%
COc1ccc(CCNC(=O)c2cccnc2Cl)cc1OC,-25%
COCCN1CCN(C(=O)c2cnn(-c3nccc(-c4ccccc4F)n3)c2-c2ccco2)CC1,-15%
CCOC(=O)c1ccc(NC(=O)c2ncn3c2C(=O)NC[C@H]3C)cc1,?
Cc1ccc(CNC(=O)c2cccnc2)cc1,7%
C[C@@H]1CN([C@H](C)CO)C(=O)c2cc(C#CC(C)(C)O)cnc2O[C@@H]1CN(C)C(=O)C1CC1,6%
Cc1cccc(C)c1NC(=O)C1(C)CN(S(C)(=O)=O)CC(=O)N1CCc1ccc(O)cc1 (configuration not stated),9%
CC(C)NC(=O)Nc1ccc2c(c1)C(=O)N([C@H](C)CO)C[C@H](C)[C@@H](CN(C)Cc1ccc(C(F)(F)F)cc1)OCCCC[C@@H](C)O2,-20%
CC(C)c1ccc(NC(=O)C2Cc3c(-c4ccc(Cl)cc4)ccnc3O2)cc1 (configuration not stated),9.2µM*
COc1ccc(CCNC(=O)c2cc3cc(Cl)ccc3nc2N)cc1OC,8.2µM*
CN(C)CCNC(=O)c1onc(CSc2ccncc2)c1C(=O)NCCN(C)C,-2%
CN1CCN(S(=O)(=O)c2cccc(C(=O)N(C)CC(=O)Nc3ccc(Cl)c(Cl)c3)c2)CC1,?
COC(=O)C1CCN(Cc2ccc3c(c2)CN(C(=O)c2sc(C)nc2C)CCO3)CC1,-15%
Cc1ccc(Cc2nc3ccccc3n2C(CCc2ccccc2)c2nc3ccccc3[nH]2)cc1 (configuration not stated),18µM*
Cc1nc(N)sc1-c1csc(Nc2cc(N(C)C)ccc2Cl)n1,13µM*
O=[N+]([O-])c1ccccc1/C=C1\C=Cc2ccccc21,-24%
COc1ccc(-c2ccc(CN3C(C)C(=O)N(Cc4cn(CCC5OCCCO5)nn4)CCS3(=O)=O)cc2)cc1 (configuration not stated),18µM*
CCN1CCCC1CNC(=O)c1cnn(-c2nccc(-c3cc(OC)ccc3OC)n2)c1C (configuration not stated),-23%
Cc1cc(C)c2c(N)c(C(=O)Nc3ccccc3Cl)sc2n1,?
c1ccc2c(c1)oc1c(-c3cccc4nccn34)cccc12,?
Cc1ccc(C)c(S(=O)(=O)Nc2ccc(C(=O)NCCCN(C)C)cc2)c1,?
OC(c1cccc(Cl)c1)c1nc(-c2ccc3c(c2)OCO3)cs1 (configuration not stated),?
CC1(C(=O)NS(=O)(=O)c2cccc(F)c2)CCN1C(=O)c1cccc2ccccc12 (configuration not stated),-1%
CC1(C(=O)NS(=O)(=O)c2ccccc2Cl)CCN1C(=O)CC(c1ccccc1)c1ccccc1 (configuration not stated),7.3µM*
Cc1noc(C)c1C(=O)N1CCC1(C)C(=O)NS(=O)(=O)c1ccc(C#N)cc1 (configuration not stated),10%
COc1cccc(COC(=O)c2cc(S(=O)(=O)N3CCOCC3)ccc2Cl)c1OC,?
Cn1ccnc1-c1nnn(-c2ccc(Cl)c(Cl)c2)n1,-3%
CC(C)c1ccc(/C=c2\sc3n(c2=O)C(N)=C(C#N)C(c2ccc(C(C)C)cc2)C=3C(N)=O)cc1 (configuration not stated),7.3µM*
COc1ccc(-c2nn(-c3ccccc3)cc2CNC[C@H]2O[C@@H](n3cnc4c(=O)[nH]c(N)nc43)[C@H](O)[C@@H]2O)cc1,-6%

The listing continues.
SMILES,TDP1 cell noCPT
CCn1nc(C)cc1C(=O)NCC1Cc2cc(C)cc(-c3ccccc3C(=O)OC)c2O1 (configuration not stated),?
CC(NC(=O)C(Cc1ccccc1)=NO)c1ccccc1 (configuration not stated),23µM*
N#CC1(NC(=O)COC(=O)Cc2c[nH]c3ccccc23)CCCCC1,-25%
CC(=O)c1cc2c(cc1NC(=O)CSc1ncccn1)OCO2,-23%
CCCCCCNC(=O)O[C@H]1C[C@H](C(=O)OC)[C@H](C(=O)OC)C2CN(S(=O)(=O)c3ccc(C)cc3)C[C@@]21O (some centres not stated),?
Cc1cc(C)cc(Cn2cc(CN3CC(N4CCN(C)CC4)CS3(=O)=O)nn2)c1 (configuration not stated),-16%
O=C(O)CCc1ccc(-c2ccccc2)n1-c1cccc(Br)c1,-11%
CC(=O)Nc1cccc(Nc2ccc(C#N)cc2)c1,?
Cc1oc(-c2cccs2)cc1C(=O)N1CCCC(C)(C(=O)O)C1 (configuration not stated),-15%
COC(=O)c1ccccc1NC(=S)NC(=O)COc1ccc(C)cc1,-8%
C[C@@H]1CCCCO[C@H](CN(C)S(=O)(=O)c2ccc(F)cc2)[C@@H](C)CN([C@H](C)CO)C(=O)c2cc(NC(=O)Nc3ccc(C(F)(F)F)cc3)ccc2O1,8.2µM*
CC1CCCC(NC(=O)c2cccc(S(=O)(=O)N3CCOCC3)c2)C1C (configuration not stated),?
COC1OC2COC(c3ccccc3)OC2C(O)C1NC(=O)c1ccccc1 (configuration not stated),?
COc1ccccc1Cc1c(-c2ccc(C#N)cc2)nc2c3ccccc3ccn12,21µM*
CC1(C(=O)NCc2ccc(C(F)(F)F)cc2)CCN1Cc1ccc(-c2ccccc2)o1 (configuration not stated),?
CCOC(=O)N1CCC(NC(=O)C2CCC(Cn3c(=O)[nH]c4ccccc4c3=O)CC2)CC1 (configuration not stated),-25%
CC1(C(=O)NCc2cccc3ccccc23)CCN1Cc1ccc(-c2ccccc2)o1 (configuration not stated),13µM*
CCCC[C@@H]1Cc2[nH][nH]c(=O)c2[C@@H](c2ccc(Cl)cc2)O1,-21%

Compound activity: PubChem, National Center for Advancing Translational Sciences (NCATS)

Only part of the results is shown (hit frequency here may not be typical).
